Assay outcomes deposited in PubChem by Johns Hopkins Ion Channel Center.
TRPC6 inh – blocks the mouse TRPC6 cation channel; 310,000 compounds, 1.1% hits; HEK293-TRPC6, membrane potential dye, ACh-evoked depolarization; active compounds read low; B-score at 10 µM;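 active means B-score under library mean minus 3 SD, initial fluorescence not abnormally high, positive integrated signal ratio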;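 further: B-score derived from integrated fluorescence ratio over the kinetic read; more negative B-score means stronger inhibition of depolarization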
Target sequence (Q61143 whole entry, looked up): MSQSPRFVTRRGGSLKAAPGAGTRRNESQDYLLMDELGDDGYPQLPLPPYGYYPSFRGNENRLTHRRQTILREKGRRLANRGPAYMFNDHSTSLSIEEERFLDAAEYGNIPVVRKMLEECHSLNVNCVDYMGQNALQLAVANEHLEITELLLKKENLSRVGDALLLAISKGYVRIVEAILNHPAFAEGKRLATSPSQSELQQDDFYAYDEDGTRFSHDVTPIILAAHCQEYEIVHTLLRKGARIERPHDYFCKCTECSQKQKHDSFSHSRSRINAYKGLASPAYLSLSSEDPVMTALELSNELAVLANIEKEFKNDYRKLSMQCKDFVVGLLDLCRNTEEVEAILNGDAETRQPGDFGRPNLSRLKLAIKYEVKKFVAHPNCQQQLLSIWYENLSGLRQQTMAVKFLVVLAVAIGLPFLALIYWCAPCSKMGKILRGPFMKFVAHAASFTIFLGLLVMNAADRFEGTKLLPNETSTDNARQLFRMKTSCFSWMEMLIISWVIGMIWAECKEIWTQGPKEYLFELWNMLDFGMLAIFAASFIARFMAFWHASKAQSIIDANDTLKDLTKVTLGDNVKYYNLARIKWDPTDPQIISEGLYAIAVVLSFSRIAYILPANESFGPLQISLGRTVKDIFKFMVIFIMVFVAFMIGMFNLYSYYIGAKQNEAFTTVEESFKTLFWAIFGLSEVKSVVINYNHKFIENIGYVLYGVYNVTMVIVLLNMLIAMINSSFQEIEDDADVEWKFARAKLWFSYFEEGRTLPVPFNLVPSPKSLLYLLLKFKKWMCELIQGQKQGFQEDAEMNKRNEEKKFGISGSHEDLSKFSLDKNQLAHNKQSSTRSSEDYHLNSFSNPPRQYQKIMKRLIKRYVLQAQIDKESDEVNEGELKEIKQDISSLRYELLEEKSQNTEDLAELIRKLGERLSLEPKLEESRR
MrgX1 agonist – activates human MrgX1 receptor signaling; Q96LB2; 310,000 compounds, 0.44% hits; B-score at 10 µM; AID 588627; MrgX1-HEK293 cells, Fluo-4 calcium fluorescence, agonist mode; active compounds read high;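 active means calcium response B-score plate-corrected fluorescence ratio at least 3 library SD, with starting fluorescence B-score inside 5 SD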
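Test system: HEK293 cells stably expressing human MrgX1 receptor; amount: 15,000 cells per well; doses: compound delivered in addition one of three; times: overnight plating before 1 h dye loading; detection: Fluo-4 NW calcium-flux fluorescence, kinetic read; read-out basis: B-scored fluorescence response ratio; controls: positive and negative controls per plate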
TMEM16A inh – mouse TMEM16A channel inhibition, primary screen; normalized B-score (activity score, 25-100; higher = stronger inhibition) at 10 µM; Q8BHY3; 310,000 compounds, 1.2% hits; HEK293 TMEM16A/YFP iodide influx fluorescence, ionomycin;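 active means ratio plate-corrected score three or more library SD toward inhibition, starting fluorescence score within five deviations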;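 further: score derived from kinetic fluorescence span divided by baseline fluorescence per well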
TRPC4 agonist – activators of mouse TRPC4 channel. Q9QUQ5. HEK293 TRPC4beta/mu-opioid, Fluo4 calcium fluorescence; active compounds read high. B-score at 10 µM. 310,000 compounds, 0.49% hits;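 active means B-score above 5 SD of library B-scores, and initial fluorescence ratio not above library mean plus 5 SD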;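 further: positive B-score marks a calcium rise read as TRPC4 activation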
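Material: TRPC4beta and mu-opioid receptor HEK293 stable cells | Incubation: 45 min room-temperature Fluo4 loading, 110 s read | Detection: Kinetic Fluo4 calcium fluorescence | Measure: Integrated baseline-normalised fluorescence ratio, converted to per-well B score | Benchmarks: Low control buffer alone, high control maximal DAMGO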
RGS4 block – human RGS4 inhibition. 310,000 compounds, 0.45% hits. HEK293 M3R/RGS4 inducible, Fluo-4 calcium flux; active compounds read high; triggered by carbachol at its EC20. B-score at 10 µM;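 active means B-score, a plate-corrected calcium signal, over three deviations above library mean, with baseline fluorescence within five deviations of library mean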;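 further: RGS4 expression induced by doxycycline in cells with stable M3 receptor; B-score is computed from the integrated fluorescence ratio over baseline after carbachol; higher B-score means a larger calcium signal and so more RGS4 inhibition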
Target sequence (P49798 whole entry, looked up): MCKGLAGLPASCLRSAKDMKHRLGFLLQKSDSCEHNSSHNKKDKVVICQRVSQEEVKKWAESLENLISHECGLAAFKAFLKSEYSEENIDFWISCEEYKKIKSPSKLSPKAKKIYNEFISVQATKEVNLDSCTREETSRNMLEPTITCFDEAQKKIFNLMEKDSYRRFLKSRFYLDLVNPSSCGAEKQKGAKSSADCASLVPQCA
MrgX1 allo act – allosterically activates human MrgX1 receptor signaling | B-score at 10 µM | Q96LB2 | 310,000 compounds, 0.63% hits | MrgX1-HEK293, Fluo-4 calcium flux, FDSS; active compounds read high;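 active means plate-corrected calcium response at least 3 library SD above typical, normal starting fluorescence, not activating the receptor alone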;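 further: compound read alongside a low EC10 to EC30 dose of BAM8-22 agonist; peak minus trough fluorescence over baseline measured at the second addition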
TRPC6 activator – mouse TRPC6 channel activation | Q61143 | HEK293-TRPC6 membrane potential dye fluorescence; active compounds read high | B-score at 10 µM | 310,000 compounds, 0.13% hits;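 active means B-score of the integrated fluorescence ratio above library mean plus 3 SD, and starting fluorescence ratio within library mean plus 5 SD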;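 further: higher score means more depolarization so channel activation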
TRPC4 PAM – allosterically enhances the mouse TRPC4 cation channel; HEK293 TRPC4beta/mu-opioid, DAMGO EC20, Fluo-4 Ca2+ flux; active compounds read high; 310,000 compounds, 0.42% hits; Q9QUQ5; AID 2227; B-score at 10 µM;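 active means B-score of calcium response area above 5 SD of library B-scores, with initial fluorescence ratio within 5 SD of library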;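 further: B-score of integrated fluorescence ratio over time as area under calcium response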
TRPC4 inh – blocks the mouse TRPC4 cation channel | B-score at 10 µM | AID 2247 | HEK293 TRPC4beta/mu-opioid, DAMGO-evoked Fluo4 calcium flux; active compounds read low | 300,000 compounds, 0.39% hits;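 active means B-score over 3 SD under the library average, no early fluorescence shift, positive overall ratio signal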
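Test system – stable TRPC4beta/mu-opioid receptor HEK293 cells · Probe or stimulus – DAMGO, a submaximal dose followed by a maximal one · Dosing – one concentration per compound · Signal – Fluo4 calcium fluorescence by kinetic imaging, 5 s 1 Hz baseline · Evaluation – per-well B score of integrated baseline-normalized Fluo4 ratio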
MrgX1 antag – human MrgX1 receptor antagonism, primary screen; B-score at 10 µM; 310,000 compounds, 1.3% hits; MRGX1-HEK293 calcium flux, Fluo-4, BAM8-22 antagonism; active compounds read low; Q96LB2;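 active means calcium-response B-score plate-corrected more than 3 library SD below zero, starting fluorescence within 5 deviations, no agonist response on first addition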;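 further: peak minus trough fluorescence over baseline after final BAM8-22 challenge near maximal dose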
ANO1 activ – activates or potentiates the mouse TMEM16A chloride channel. 340,000 compounds, 0.3% hits. Q8BHY3. HEK293 TMEM16A/YFP-H148Q/I152L, iodide quench fluorescence; active compounds read low. AID 623877. B-score at 10 µM;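 active means fluorescence-ratio B-score plate-corrected deviation score at least 3 library SD below zero, with starting fluorescence score within 5 deviations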;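 further: channel opened by trigger with iodide after compound preincubation; score built on the fluorescence ratio of max minus min over baseline; more negative score means more quench and so TMEM16A activation or potentiation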
* marks the source's active call; other numbers are inactive results; i = inactive; . = not tested or not shown.

Second line of a record: TRPC6 inh, MrgX1 agonist, TMEM16A inh, TRPC4 agonist, RGS4 block, MrgX1 allo act, TRPC6 activator, TRPC4 PAM, TRPC4 inh, MrgX1 antag, ANO1 activ
Cc1ccc(-c2nc(CS(=O)CC(=O)NC3CCC(C)CC3)c(C)o2)cc1 (configuration not stated)
  i, i, i, i, i, i, i, i, i, i, i
Clc1ccc(Oc2nc(N3CCOCC3)nc(N3CCOCC3)n2)c(C2CCCCC2)c1
  i, i, i, i, i, i, i, i, i, i, i
Cc1c(/C=N\NC(=O)C2(C)CC2(Cl)Cl)cnn1C (configuration not stated)
  i, i, i, i, i, i, i, i, i, i, i
Cc1nn(C)c(C)c1CN(C(=O)C1CCC(=O)N(C2CCCCCC2)C1)C(C)C (configuration not stated)
  i, i, i, i, i, i, i, i, i, i, i
CCOC(=O)C1CCCN(Cc2nc(N)nc(Nc3ccc(OC)cc3)n2)C1 (configuration not stated)
  i, i, i, i, i, i, i, i, i, i, i
O=C(Nc1ccc(Br)cc1)C1CCC(=O)N1Cc1ccccc1Cl (configuration not stated)
  i, i, i, i, i, i, i, i, i, i, i
Clc1c(-c2ccccc2)nc2ccccn12
  i, i, i, i, i, i, i, i, i, i, i
Nc1ncnc2c1ncn2CCOc1ccccc1
  i, i, i, i, i, i, i, i, i, i, i
COc1ccc(CNC(=O)Cn2nc([N+](=O)[O-])cc2C)cc1
  i, i, i, i, i, i, i, i, i, i, i
COc1cc(/C=C(\C#N)C(=O)NCC2CCCO2)cc(OC)c1OC (configuration not stated)
  i, i, i, i, i, i, i, i, i, i, i
CCCCC(=O)Nc1ccc(S(=O)(=O)N2CCCCC2c2cccnc2)cc1 (configuration not stated)
  i, i, i, i, i, i, i, i, i, i, i
COC(=O)c1cccc(NC(=O)COc2cccc([N+](=O)[O-])c2)c1
  i, i, i, i, i, i, i, i, i, i, i
CCOC(=O)C1=C(CS(=O)(=O)c2ccc(F)cc2)NC(=O)NC1c1ccc(O)c(O)c1 (configuration not stated)
  i, i, i, i, i, i, i, i, i, i, i
COc1ccccc1CNC(=O)C1CCN(S(=O)(=O)c2cccc([N+](=O)[O-])c2)CC1
  i, i, i, i, i, i, i, i, i, i, i
CC1Sc2ccc(S(=O)(=O)CCC(=O)N3CCN(c4cccc(Cl)c4)CC3)cc2NC1=O (configuration not stated)
  i, i, i, i, i, i, i, i, i, i, i
Cc1cccc(C)c1NC(=O)CCn1cnc2ccccc2c1=O
  i, i, i, i, i, i, i, i, i, i, i
CC(C)(C)C(=O)Nc1nnc(-c2ccncc2)o1
  i, i, i, i, i, i, i, i, i, i, i
CCCNC(=O)Cn1c(=O)oc2cc(S(=O)(=O)N3CCCC3)ccc21
  i, i, i, i, i, i, i, i, i, i, i
O=C(NN=C1CCCC1)c1ccccc1OCc1ccc(Cl)cc1
  i, i, i, i, i, i, i, i, i, i, i
CCOC(=O)c1cccc(NC(=O)c2ccccc2C)c1
  i, i, i, i, i, i, i, i, i, i, i
CCN(CC)c1nc(Nc2ccc([N+](=O)[O-])cc2)nc(N(CC)CC)n1
  i, i, i, i, i, i, i, i, i, i, i
c1ccc(Cc2nnc3sc(-c4ccco4)nn23)cc1
  i, i, i, i, i, i, i, i, i, i, i
Cc1cc(C)c(C#N)c(Nc2ccccc2C)n1
  i, i, i, i, i, i, i, i, i, i, i
O=C(Cc1ccccc1)NC1CCN(Cc2ccccc2)CC1
  i, i, i, i, i, i, i, i, i, i, i
CCOC(=O)c1ccccc1NS(=O)(=O)c1c(C)nc2sccn2c1=O
  i, i, i, i, i, i, i, i, i, i, i
O=C(N/N=C/c1cc2c(c([N+](=O)[O-])c1)OCO2)c1ccncc1
  i, i, i, i, i, i, i, i, i, i, i
COc1cccc(OC)c1NC(=O)CN1CCC(NC(=O)c2cccc(F)c2)CC1
  i, i, i, i, i, i, i, i, i, i, i
Cn1c(Nc2ccccc2)nc2ccccc21
  i, i, i, i, i, i, i, i, i, i, i
CC1CC(C)CN(CCCNC(=O)c2ccc3c(c2)ncn3C2CCCC2)C1 (configuration not stated)
  i, i, i, i, i, i, i, i, i, i, i
CC(Sc1ccccc1)C(=O)N/N=C/c1ccccc1 (configuration not stated)
  i, i, i, i, i, i, i, i, i, i, i
COCCNCCCCOc1c(Cl)cc(C)cc1Br
  i, i, i, i, i, i, i, i, i, i, i
CCOC(=O)C1(Cc2cccc(Cl)c2)CCCN(C(=O)c2c(CC)noc2C)C1 (configuration not stated)
  i, i, i, i, i, i, i, i, i, i, i
Cc1cc(C)n(CC(=O)NC2CCCCC2)n1
  i, i, i, i, i, i, i, i, i, i, i
CCOc1ccc(CN(C)C(=O)[C@H](C)NC(=O)c2ccco2)cc1OC
  i, i, i, i, i, i, i, i, i, i, i
Cc1ccc2cccc(O)c2[n+]1[O-]
  i, i, i, i, i, i, i, i, i, i, i
CC(C)(C)c1cc(Cl)ccc1OCCn1ccnc1
  i, i, i, 63*, i, i, i, 42*, i, i, i
CCC1(c2ccccc2)NC(=O)N(CC(=O)Nc2ccc(Cl)c(S(=O)(=O)N3CCCCC3)c2)C1=O (configuration not stated)
  i, i, i, i, i, i, i, i, i, i, i
CCOC(=O)c1ccc(Nc2nc(C(=O)OCC)nc3ccccc23)cc1
  i, i, i, i, i, i, i, i, i, i, i
CCN(CC(=O)Nc1c(F)cccc1F)C(=O)CCSc1ccc(F)cc1
  i, i, i, i, i, i, i, i, i, i, i
CCOC(=O)CSc1nnc(CNC(=O)c2cccc(C)c2)n1C
  i, i, i, i, i, i, i, i, i, i, i
CSc1nc(O)c(C(c2ccc(F)cc2)c2c(O)nc(SC)[nH]c2=O)c(=O)[nH]1
  i, i, i, i, i, i, i, i, i, i, i
CCOc1cc(C(=O)CCC(=O)OCC(=O)NC(=O)NCC(C)C)ccc1O
  i, i, i, i, i, i, i, i, i, i, i
O=C(CCSc1nnc(-c2ccncc2)o1)Nc1ccccc1Cl
  i, i, i, i, i, i, i, i, i, i, i
Cc1cccc(N2CCN(C(=O)CCNS(=O)(=O)c3ccc4c(c3)oc(=O)n4C)CC2C)c1 (configuration not stated)
  i, i, i, i, i, i, i, i, i, i, i
CN1c2ccccc2Sc2cc(N)ccc21
  i, i, i, i, i, i, i, i, i, i, i
O=C(Nc1ccc(N2CCOCC2)cc1)c1cc(-n2cnnc2)ccc1Cl
  i, i, i, i, i, i, i, i, i, i, i
O=C(O)C1CCCN(S(=O)(=O)c2ccc(Br)cc2)C1 (configuration not stated)
  i, i, i, i, i, i, i, i, i, i, i
COc1ccccc1C(=O)Nc1ccon1
  i, i, i, i, i, i, i, i, i, i, i
O=C(N/N=C/c1cccnc1)c1ccc(O)cc1
  i, i, i, i, i, i, i, i, i, i, i
CC1(C)CC(=O)C(C=NCCN2CCN(C(=O)NC34CC5CC(CC(C5)C3)C4)CC2)=C(O)C1
  i, ., ., i, i, ., i, i, i, ., i
O=C(Nc1cccc([N+](=O)[O-])c1)c1cccc(C(=O)Nc2cccc([N+](=O)[O-])c2)c1
  i, i, i, i, i, i, i, i, i, i, i
O=[N+]([O-])c1ccccc1/C=C/CN1CCC(O)CC1
  i, i, i, i, i, i, i, i, i, i, i
CCCn1c(N2CCN(CC(=O)c3c(C)n(C)c4ccccc34)CC2)nc2c1c(=O)[nH]c(=O)n2C
  i, i, i, i, i, i, i, i, i, i, i
C=CCc1c(C)nc(SC)nc1Nc1ccccc1
  i, i, i, i, i, i, i, i, i, i, i
CC(C)NC(=O)C(=O)NCCc1ccc(Cl)cc1
  i, i, i, i, i, i, i, i, i, i, i
CC12CCC(C(=O)Nc3cccc4ccccc34)(C1Br)C2(C)C (configuration not stated)
  i, i, i, i, i, i, i, i, i, i, i
CCOC(=O)c1cccc(NC(=O)C(NS(=O)(=O)c2ccc3c(c2)CCN3C(C)=O)C(C)C)c1 (configuration not stated)
  ., i, i, ., ., i, ., ., ., i, i
CCSc1nnc2c(n1)OC(c1ccc(C(=O)O)cc1)N(C(C)=O)c1ccccc1-2 (configuration not stated)
  i, i, i, i, i, i, i, i, i, i, i
CCOc1ccc(C2CC(c3cccc(OC)c3OC)n3nnnc3N2)cc1Cl (configuration not stated)
  i, i, i, i, i, i, i, i, i, i, i
CCC(c1nnc(SCC(=O)Nc2cccc(S(N)(=O)=O)c2)n1Cc1ccccc1)N(C)C (configuration not stated)
  i, i, i, i, i, i, i, i, i, i, i

(next part)
Second line of a record: TRPC6 inh, MrgX1 agonist, TMEM16A inh, TRPC4 agonist, RGS4 block, MrgX1 allo act, TRPC6 activator, TRPC4 PAM, TRPC4 inh, MrgX1 antag, ANO1 activ
CN1CCN(Cc2nnc(-c3ccccc3)o2)CC1
  i, i, i, i, i, i, i, i, i, i, i
Cc1ccc(S(=O)(=O)N2CCCC(C(=O)N3CCN(c4ccccc4)CC3)C2)cc1 (configuration not stated)
  i, i, i, i, i, i, i, i, i, i, i
COc1ccnc(Oc2ccccc2)c1-c1ncn[nH]1
  i, i, i, i, i, i, i, i, i, i, i
CCOC(=O)C1=C(C)n2c(s/c(=C/c3cccc([N+](=O)[O-])c3)c2=O)=NC1c1ccc(O)c(OC)c1 (configuration not stated)
  i, i, i, i, 34*, i, i, i, i, i, i
Cc1cc(C)cc(C(=O)NCC(=O)NCCc2c[nH]c3ccccc23)c1
  i, i, i, i, i, i, i, i, i, i, i
CC(C)CNC(=O)C1Nc2ccc(OC(F)(F)F)cc2C2C=CCC12 (configuration not stated)
  i, i, i, i, i, i, i, i, i, i, i
COc1c(S(=O)(=O)N2CCN(C(=O)c3ccco3)CC2)ccc(Cl)c1Cl
  i, i, i, i, i, i, i, i, i, i, i
Cc1ccc(S(=O)(=O)N(CC2CO2)c2cccc([N+](=O)[O-])c2)cc1 (configuration not stated)
  i, i, i, i, i, i, i, i, i, i, i
COc1cccc(/C=C/c2ccc3ccccc3n2)c1OC(C)=O
  i, i, i, i, i, i, i, i, i, i, i
